PglD DTNB = C. jejuni PglD acetyltransferase inhibitors, primary screen, biochemical, DTNB colorimetric, single point | purified PglD enzyme, DTNB colorimetric CoA detection | 360,000 compounds, 0.098% hits | UDP-N-acetylbacillosamine N-acetyltransferase PglD (Campylobacter jejuni) | inhibition, % at 12.5 µM; in the data active = inhibition above about 16%, passing the limit was not always enough; note: strong numbers were not always called active
EWS-Fli inh = EWS/Fli-driven NR0B1 reporter inhibitors, primary screen, A673 cells, NR0B1 luciferase, luminescence, MLPCN library | viability-normalised | AID 651661, 2012 | 350,000 compounds, 0.67% hits | inhibition, % at 12.6 µM;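 active = mean inhibition of at least 50% after viability correction, with every replicate also passing that limit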;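 note: firefly luciferase signal divided by Alamar Blue viability fluorescence both relative to DMSO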
PGC1a acetyl inh = inhibitors of PGC1a acetylation signal, primary screen, cell-based, U2OS, AlphaScreen, inhibitor mode | AlphaScreen anti-acetyl-lysine; with virally co-expressed GCN5 acetyltransferase | inhibition, % at 15.6 µM | 350,000 compounds, 0.17% hits;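 active = every replicate shows inhibition of at least 40%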;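 note: 0% = neutral control wells and 100% = positive control wells; some results beyond the cut were filed as inactive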
ERAP1 inh = human ERAP1 aminopeptidase inhibitors, primary screen, biochemical, single point, plate reader; Endoplasmic reticulum aminopeptidase 1 (Homo sapiens), Q9NZ08; recombinant ERAP1, Leu-AMC fluorescence, 60 min; inhibition, % at 10.7 µM; 340,000 compounds, 0.15% hits; AID 652197, 2013;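 active = mean replicate inhibition of at least 30%, or all replicates individually reaching that 30% level; inactive = mean below 30% and not every replicate reaching it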;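 note: 0% = neutral control wells and 100% = L-leucinethiol positive control wells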
Target sequence (Q9NZ08 whole entry, looked up): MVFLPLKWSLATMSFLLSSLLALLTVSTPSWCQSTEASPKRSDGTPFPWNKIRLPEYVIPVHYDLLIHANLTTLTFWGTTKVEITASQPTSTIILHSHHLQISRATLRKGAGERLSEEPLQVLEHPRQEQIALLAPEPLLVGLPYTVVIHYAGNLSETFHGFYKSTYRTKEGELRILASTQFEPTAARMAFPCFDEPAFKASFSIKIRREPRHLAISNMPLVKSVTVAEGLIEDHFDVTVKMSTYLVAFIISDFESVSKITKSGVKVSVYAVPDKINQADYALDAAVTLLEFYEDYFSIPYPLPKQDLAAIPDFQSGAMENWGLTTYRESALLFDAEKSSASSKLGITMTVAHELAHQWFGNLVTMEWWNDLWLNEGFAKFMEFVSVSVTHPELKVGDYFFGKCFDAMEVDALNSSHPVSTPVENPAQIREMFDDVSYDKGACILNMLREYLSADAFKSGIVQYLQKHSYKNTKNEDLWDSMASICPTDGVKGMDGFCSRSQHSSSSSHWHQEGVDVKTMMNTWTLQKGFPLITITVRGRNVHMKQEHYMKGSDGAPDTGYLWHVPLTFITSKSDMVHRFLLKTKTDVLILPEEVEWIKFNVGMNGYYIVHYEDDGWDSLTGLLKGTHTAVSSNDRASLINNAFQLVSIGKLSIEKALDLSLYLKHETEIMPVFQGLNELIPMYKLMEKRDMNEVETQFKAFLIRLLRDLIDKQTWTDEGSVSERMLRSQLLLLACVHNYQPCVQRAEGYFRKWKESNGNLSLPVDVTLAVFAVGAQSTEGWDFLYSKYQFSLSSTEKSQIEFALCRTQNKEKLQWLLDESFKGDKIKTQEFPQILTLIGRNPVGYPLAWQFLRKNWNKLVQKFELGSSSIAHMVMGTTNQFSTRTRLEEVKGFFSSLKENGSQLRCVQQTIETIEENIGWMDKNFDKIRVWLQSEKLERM
FN deposit inh = inhibitors of fibronectin matrix deposition, primary screen, AH1F cells, Alexa488-fibronectin fluorescence, plate reader | inhibition, % at 12.6 µM | 350,000 compounds, 0.086% hits | AH1F fibroblasts, overnight;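 active = mean inhibition across replicates of 30% or more, regardless of how many single replicates reach that level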;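 note: positive control wells lacked labelled fibronectin entirely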
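Test system: AH1F fibroblast monolayer depositing Alexa488-labelled fibronectin into matrix. Input: 10000 cells per well. Technique: fluorescence, ex 485 nm, em 525 nm. Buffer or medium: DMEM plus 2% serum, read in PBS. Timing: 1 h cell adhesion before compound, then overnight fibronectin incubation. Compound: single dose, pinned. Read-out basis: inhibition from reduced deposited-fibronectin fluorescence.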
PAX8 reporter = inhibitors of PAX8-driven TPO luciferase reporter, primary screen, RMG-I cells, single concentration | SteadyGlo, 24 h | 360,000 compounds, 1.2% hits | inhibition, % at 12.6 µM;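 active = mean replicate inhibition at least 60% with every replicate also reaching 60%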;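 note: luciferase light reporting Pax8 driven TPO promoter activity; plate controls were median of neutral control wells for no effect and mitoxantrone controls for full effect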
S100A4 inh HTS = inhibitors of S100A4-myosin IIA peptide binding, primary screen, biochemical, fluorescence polarization, TAMRA-MyoIIA peptide. Protein S100-A4 (Homo sapiens), P26447. inhibition, % at 10.7 µM. 360,000 compounds, 0.14% hits. AID 652163, 2013;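 active = mean inhibition of at least 70% across replicates, with every replicate also reaching that level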
Target sequence (P26447 whole entry, looked up): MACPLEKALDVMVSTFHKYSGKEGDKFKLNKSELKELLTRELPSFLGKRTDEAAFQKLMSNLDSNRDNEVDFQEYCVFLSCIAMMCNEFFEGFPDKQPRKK
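System – human S100A4 monomer protein, biochemical binding assay · Buffer or medium – Calcium-containing HEPES buffer, pH 7.2 · Timing – 5 min between mix addition and reading · Also added – TAMRA-labelled myosin IIA heavy-chain peptide probe, 5 nM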
LGR2 antag = inhibitors of bursicon-induced LGR2 CRE-luciferase signal, primary screen, cell-based, HEK293, CRE-luciferase reporter, bursicon stimulation. Drosophila bursicon receptor LGR2 (rickets). AID 720647, 2013. bursicon-stimulated, 4 h. 380,000 compounds, 0.35% hits. inhibition, % at 9.99 µM;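 active = drop in luminescence signal, shown as inhibition above about 50% in the replicate tests, limit read from the data, passing the limit was not always enough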;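 note: agonist challenge used bursicon conditioned medium at about half maximal strength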
Starred values were filed as active, the others as inactive; x = no result given. The order is random; 2.1% or so of the library scored in one or more.

Codes – A = PglD DTNB; B = EWS-Fli inh; C = PGC1a acetyl inh; D = ERAP1 inh; E = FN deposit inh; F = PAX8 reporter; G = S100A4 inh HTS; H = LGR2 antag
smiles: O=C(C[C@H]1C=C[C@H](NS(=O)(=O)c2ccc(F)cc2)[C@H](CO)O1)NCc1ccccc1F
  A: x	B: 4.5	C: -0.3	D: 1.8	E: x	F: x	G: 7.2	H: 12.6
smiles: COc1ccc(/C(N)=N/OC(=O)N2CCOCC2)cc1
  A: x	B: -10.9	C: x	D: 2.7	E: x	F: 4.2	G: -1.7	H: 25.3
smiles: O=C(C[C@@H]1CC[C@@H]2[C@H](COC[C@H](O)CN2C(=O)c2ccncc2)O1)NC1Cc2ccccc2C1
  A: -0.9	B: -0.8	C: -0.5	D: 1.9	E: -0.2	F: -1.2	G: 1.7	H: -19.3
smiles: CCNC(=S)N1CCC(NC(=O)c2ccco2)CC1
  A: x	B: 8.3	C: 5.2	D: -1.1	E: 9.8	F: 7.6	G: -21.5	H: -4.3
smiles: CC(=O)Nc1cccc(C(=O)N(Cc2ccccc2)Cc2ccccc2)c1
  A: -2.3	B: 7.8	C: -6.2	D: 0.4	E: -5.1	F: 5.1	G: 0.7	H: -11.0
smiles: c1ccc(-c2csc(Nc3cccnc3)n2)cc1
  A: x	B: -62.4	C: x	D: 1.1	E: x	F: -105.1	G: -5.3	H: -47.2
smiles: Cc1ccccc1-c1ccc([C@H]2[C@H]3CN(C(=O)Nc4ccccc4)CCCCN3[C@H]2CO)cc1
  A: -2.3	B: 13.0	C: 0.2	D: 0.1	E: x	F: 6.4	G: -11.9	H: 14.5
smiles: Cc1ccc(C)c(S(=O)(=O)N2CCN(C(=O)/C=C/c3ccco3)CC2)c1
  A: 3.4	B: 10.9	C: x	D: -0.2	E: -6.3	F: 15.2	G: 4.1	H: 9.3
smiles: CCOC(=O)c1c(OCCO)noc1N
  A: x	B: 6.9	C: -1.3	D: -0.6	E: -2.7	F: 6.4	G: -1.4	H: 22.7
smiles: CN(C)C(=O)C[C@@H]1CC[C@H](NC(=O)NC2CCCCC2)[C@@H](CO)O1
  A: 4.7	B: -4.1	C: 11.1	D: -0.8	E: 1.5	F: -4.1	G: 2.4	H: 13.5
smiles: CCc1c(OC(C)=O)c2ccccc2n(C)c1=O
  A: -1.6	B: 3.5	C: -3.4	D: 2.4	E: -1.0	F: 22.5	G: 5.5	H: x
smiles: C[C@@H]1CN([C@H](C)CO)C(=O)CCCn2nncc2CO[C@@H]1CN(C)C(=O)Nc1ccccc1C(F)(F)F
  A: 1.5	B: -1.8	C: 7.5	D: 1.7	E: -0.4	F: -12.9	G: 5.1	H: -12.1
smiles: CCOc1ccccc1NC(=S)NC(=O)C1CCCCC1
  A: -3.1	B: x	C: x	D: 0.8	E: 9.6	F: 4.5	G: -19.4	H: 4.1
smiles: Cc1ccc(S(=O)(=O)Nc2ccc3c(c2)C(=O)N([C@H](C)CO)C[C@@H](C)[C@@H](CN(C)S(=O)(=O)c2ccc(C)cc2)OCCCC[C@@H](C)O3)cc1
  A: 4.3	B: 10.0	C: -27.6	D: -8.2	E: 7.3	F: 40.9	G: 103.2*	H: -15.4
smiles: CN(C)c1ccc(CC(=O)N2CCCCC2c2cc(C(=O)Nc3cccc(C#N)c3)no2)cc1 (stereo unspecified)
  A: 5.2	B: -6.7	C: 5.1	D: -1.7	E: 8.2	F: 16.9	G: 2.7	H: 13.1
smiles: COc1ccc(CN(C)C[C@H]2OCc3cn(nn3)CCCC(=O)N([C@H](C)CO)C[C@H]2C)cc1
  A: 2.7	B: 2.0	C: 0.4	D: -2.4	E: 4.7	F: x	G: 1.8	H: 0.9
smiles: Fc1ccccc1OCCSc1nnnn1-c1ccccc1
  A: -2.9	B: x	C: 1.5	D: x	E: -14.3	F: x	G: x	H: 22.8
smiles: Cc1ccc(C)c(NC(=S)N(CCN(C)C)C(C)c2ccccn2)c1 (stereo unspecified)
  A: 8.0	B: 13.3	C: -0.5	D: 4.1	E: 8.2	F: 19.1	G: -1.2	H: -12.1
smiles: Cc1c(-n2c(SCC(=O)N(C)C3CCS(=O)(=O)C3)nc3ccccc3c2=O)c(=O)n(-c2ccccc2)n1C (stereo unspecified)
  A: 5.2	B: 2.0	C: -2.8	D: -0.6	E: 8.7	F: 16.8	G: -9.5	H: 7.1
smiles: C=CCNC(=S)NNC(=O)CSc1nc2ccccc2s1
  A: x	B: 9.8	C: x	D: -2.6	E: 3.5	F: 4.9	G: 13.5	H: x
smiles: COc1ccc(CNC(=O)C2CCNCC2)cc1
  A: -184.4	B: x	C: 14.6	D: x	E: 14.6	F: 10.9	G: x	H: x
smiles: COc1ccccc1C(=O)Nc1ccc2c(c1)nc(CCNC(=O)c1ccccc1)n2C
  A: -9.5	B: 65.1*	C: -34.9	D: 0.5	E: 1.0	F: -3.8	G: 4.4	H: -31.0
smiles: CN1c2ccc(-c3cccc(F)c3)cc2[C@H]2[C@H](CCN2C(=O)c2ccc3c(c2)OCO3)[C@@H]1CO
  A: 0.7	B: 2.6	C: 21.2	D: x	E: 8.4	F: 9.7	G: x	H: 0.9
smiles: COc1cc(OC)c(N2CC(C(=O)NCCC3=CCCCC3)CC2=O)cc1Cl (stereo unspecified)
  A: 0.8	B: -0.4	C: 1.5	D: 0.1	E: -0.3	F: 1.3	G: -7.2	H: -27.8
smiles: CCN(CC)C(=O)CSc1nnc(-c2ccccc2)c(-c2ccccc2)n1
  A: 0.0	B: x	C: -3.7	D: x	E: 1.2	F: 25.1	G: x	H: 14.1
smiles: CC(=O)C(Sc1nnnn1-c1ccc(O)cc1)c1ccccc1 (stereo unspecified)
  A: -2.6	B: 5.3	C: 14.1	D: 0.7	E: -9.2	F: 26.5	G: 0.9	H: 18.2
smiles: CCCNC(=O)C1CCC(CNS(=O)(=O)c2cccc3nsnc23)CC1 (stereo unspecified)
  A: 0.5	B: 7.9	C: -2.1	D: 4.0	E: -8.2	F: 11.9	G: 0.9	H: -6.1
smiles: C[C@@H]1CN([C@H](C)CO)C(=O)c2cccc(NS(=O)(=O)c3cccs3)c2O[C@@H]1CN(C)Cc1ccc(Cl)c(Cl)c1
  A: -2.2	B: -4.6	C: -6.4	D: 2.7	E: x	F: 28.0	G: 2.0	H: -1.0
smiles: CCOC(=O)Cc1csc(NC(=O)CCc2ccccc2)n1
  A: -2.4	B: 4.4	C: -3.3	D: 0.5	E: 2.1	F: 20.4	G: -0.9	H: 1.7
smiles: CC(C)CNC(=S)N1CCN(C)CC1
  A: -19.1	B: x	C: -6.4	D: x	E: -0.3	F: -11.3	G: x	H: x
smiles: CCN(CC)CCN(Cc1cc2cc3c(cc2[nH]c1=O)OCCO3)C(=S)NCC(C)C
  A: -3.5	B: -11.3	C: -29.3	D: 0.3	E: -1.3	F: 25.8	G: -2.4	H: 3.8
smiles: Cc1ccccc1NC(=O)CC1SC(=Nc2ccc(O)cc2)NC1=O (stereo unspecified)
  A: 1.0	B: 4.2	C: 6.7	D: x	E: -3.5	F: 1.2	G: -1.4	H: -0.8
smiles: CCC(=O)N(C)C[C@@H]1Oc2cc(-c3cccnc3)ccc2S(=O)(=O)N([C@H](C)CO)C[C@H]1C
  A: -0.1	B: -1.2	C: 12.2	D: -0.4	E: 8.4	F: x	G: 2.4	H: -4.3
smiles: O=C(C[C@H]1CC[C@@H]2[C@H](COC[C@H](O)CN2Cc2cocn2)O1)NCc1cccc(F)c1
  A: 3.4	B: 4.6	C: -5.4	D: 2.9	E: 11.5	F: -12.4	G: -2.0	H: 1.2
smiles: CCCCN1C[C@H](c2ccc(Br)cc2)[C@@H](CC(=O)Nc2ccc(Br)cc2)C1=O
  A: x	B: 1.2	C: -4.6	D: -4.5	E: -4.1	F: 0.9	G: -4.8	H: 8.8
smiles: O=C(CCNC(=O)Cn1ccc2ccccc2c1=O)NCC1CCCC1c1ccccc1 (stereo unspecified)
  A: x	B: 8.8	C: -40.3	D: 0.4	E: -7.1	F: 8.8	G: 24.8	H: x
smiles: CCN1CCN(C(=S)c2ccc(O)cc2)CC1
  A: -0.4	B: 5.2	C: x	D: 0.6	E: -17.9	F: 17.0	G: -6.1	H: -14.7
smiles: Cc1oc(-c2ccccc2Cl)nc1CSc1nc2c(c(=O)[nH]1)CCC2
  A: 7.3	B: 12.5	C: 5.6	D: -4.4	E: 3.2	F: -6.1	G: -2.3	H: 27.4
smiles: O=C(Cn1nc(-c2ccccc2)ccc1=O)NCC1COCCO1 (stereo unspecified)
  A: -0.5	B: x	C: -26.7	D: x	E: -4.1	F: x	G: x	H: 10.4
smiles: COc1ccc(NC2CCCN(C(=O)COc3ccc(C(C)=O)cc3)C2)cc1 (stereo unspecified)
  A: -1.0	B: -3.0	C: x	D: -5.3	E: -2.9	F: -4.8	G: 9.7	H: 20.4
smiles: C[C@@H]1CCCCO[C@@H](CN(C)Cc2ccncc2)[C@H](C)CN([C@H](C)CO)C(=O)c2cc(N(C)C)ccc2O1
  A: 2.0	B: 8.6	C: 2.3	D: 2.3	E: x	F: -2.3	G: 7.6	H: -14.0
smiles: CNC[C@H]1Oc2ccc(NC(=O)Nc3ccc(C(F)(F)F)cc3)cc2CC(=O)N([C@H](C)CO)C[C@H]1C
  A: 1.2	B: 2.3	C: 1.0	D: 2.5	E: -6.8	F: -9.7	G: -7.2	H: -12.1
smiles: CCCNC(=O)N1CC2(C1)CN(Cc1ccccn1)[C@@H](CO)c1c2c2ccc(OC)cc2n1C
  A: x	B: -9.2	C: 0.8	D: 7.4	E: x	F: x	G: 0.9	H: 4.1
smiles: Cc1ccc(S(=O)(=O)N2c3ccccc3OC(C(=O)OC(C)(C)C)(C(=O)OC(C)(C)C)C2CC(=O)c2ccccc2)cc1 (stereo unspecified)
  A: x	B: 7.5	C: x	D: -1.7	E: -8.7	F: -39.0	G: -5.1	H: 6.8
smiles: COc1ccc(CN2C[C@@H](CO)O[C@@H](n3cnc4c(N5CCN(CCO)CC5)ncnc43)C2)cc1
  A: -4.0	B: -2.2	C: x	D: -7.5	E: 3.4	F: -10.7	G: -23.8	H: -1.6
smiles: COCC(=O)N1C[C@@H](C)[C@H](OC)CN(C)C(=O)c2ccc(NC(=O)Nc3ccccc3)cc2OC[C@@H]1C
  A: x	B: -3.8	C: 3.9	D: 1.4	E: 10.3	F: x	G: -30.6	H: 4.6
smiles: CC(c1nnc(SCC(=O)N(C)C2CCS(=O)(=O)C2)n1-c1ccccc1)N(C)C (stereo unspecified)
  A: -1.3	B: -10.2	C: 1.2	D: 0.4	E: -21.7	F: -13.2	G: 2.1	H: -12.2
smiles: C/C(=N\NC(N)=S)C1=CCC2C3CC[C@H]4CC(O)CC[C@]4(C)C3CC[C@]12C (stereo partly specified)
  A: -2.5	B: 29.7	C: -18.3	D: -0.4	E: -11.6	F: 23.2	G: -2.4	H: 10.2
smiles: Cc1nc(N2CCN(C)CC2)c2sc(=S)n(-c3ccccc3)c2n1
  A: 0.1	B: -13.8	C: x	D: -1.6	E: 2.3	F: -26.5	G: 1.2	H: 0.8

Assay outcomes (PubChem)
